697 NFkB inh – inhibitors of PMA/ionomycin-induced NF-kB reporter, 697 cells, primary screen, B-cell NF-kB inhibitor project, cell-based, luminescence, uHTS. 697 B-cell NF-kB luciferase reporter, 16 h. inhibition, % at 4 µM. actives 0.33% (n = 330,000); in the data active means inhibition above about 35%
Apaf1 inhib – inhibitors of human Apaf-1 apoptosome, primary screen, biochemical, DEVD-Rh110 fluorescence, uHTS. inhibition, % at 20 µM. reconstituted apoptosome caspase-3 activity. Apoptotic protease-activating factor 1 (Homo sapiens), O14727. actives 0.71% (n = 330,000); active means inhibition of at least 40% at 20 µM;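 further: plate controls were DMSO wells for no effect and DEVD-CHO caspase inhibitor wells for full effect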
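System – cell-free apoptosome with Apaf-1, procaspase-3 and caspase-9 · Buffer or medium – pH 7.5 Hepes buffer with CHAPS, BSA, DTT · Also added – cytochrome c with DEVD-Rh110 · Times – 30 min compound preincubation, 50 min activation, room temperature · Technique – Rh110 fluorescence intensity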
Jurkat NFkB inh – inhibitors of induced NF-kB luciferase reporter, primary screen, TCR NF-kB activation inhibitor project, cell-based, luminescence, uHTS. Jurkat, PMA/ionomycin-induced NF-kB luciferase reporter. inhibition, % at 4 µM. actives 0.53% (n = 330,000)
Gli-Sufu antag – Gli-Sufu pathway antagonists, primary screen, luciferase luminescence, Sufu-KO-LIGHT cells, uHTS; Sufu-KO-LIGHT fibroblasts, Gli luciferase reporter luminescence; inhibition, % at 5 µM; actives 0.74% (n = 340,000); AID 588413, 2011;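 active means inhibition above about 55%, limit read from the data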;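 further: 0% = DMSO-treated cells and 100% = wells with medium but no cells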
EBI2 block – EBI2 receptor antagonists, beta-arrestin recruitment, primary screen, cell-based, luminescence, 7a,25-OHC stimulation, uHTS. G-protein coupled receptor 183 (Homo sapiens), P32249. 7a,25-OHC stimulated. inhibition, % at 5 µM. actives 0.81% (n = 360,000). AID 651636, 2012; in the data active means inhibition above about 38%;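 further: enzyme fragment complementation signal reports receptor beta-arrestin coupling in cells; 0% = agonist plus DMSO wells and 100% = wells without agonist; some results beyond the cut were filed as inactive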
CCR6 antagonist – CCR6 receptor antagonists, primary screen, cell-based, CHO-K1, luminescence, beta-arrestin, uHTS | C-C chemokine receptor type 6 (Homo sapiens), P51684 | CHO-K1 CCR6 PathHunter beta-arrestin, CCL20-stimulated | inhibition, % at 20 µM | actives 0.49% (n = 340,000);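 active means compounds whose inhibition of the agonist-driven luminescence signal at 20 µM reaches about 50%, limit read from the data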;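 further: cells stimulated with CCL20 at 14 nM final; plate controls were DMSO with CCL20 for no effect and DMSO without agonist for full effect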
Target sequence (P51684 whole entry, looked up): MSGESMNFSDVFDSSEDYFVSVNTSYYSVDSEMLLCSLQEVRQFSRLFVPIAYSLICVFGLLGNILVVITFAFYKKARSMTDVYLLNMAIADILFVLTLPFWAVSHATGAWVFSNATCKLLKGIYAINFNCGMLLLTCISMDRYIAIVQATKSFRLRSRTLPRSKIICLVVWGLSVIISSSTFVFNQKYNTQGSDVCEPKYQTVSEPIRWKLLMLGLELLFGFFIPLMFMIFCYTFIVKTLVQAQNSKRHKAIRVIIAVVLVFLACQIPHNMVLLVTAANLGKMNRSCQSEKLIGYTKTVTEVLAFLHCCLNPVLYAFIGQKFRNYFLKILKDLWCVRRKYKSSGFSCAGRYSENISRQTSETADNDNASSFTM
SENP8 inh – SENP8 protease inhibitors, primary screen, biochemical, luminescence; inhibition, % at 10 µM; AID 2540, 2010; actives 1.2% (n = 330,000); purified SENP8, Z-RLRGG-aminoluciferin cleavage; Sentrin-specific protease 8 (Homo sapiens), Q96LD8
Target sequence (Q96LD8 whole entry, looked up): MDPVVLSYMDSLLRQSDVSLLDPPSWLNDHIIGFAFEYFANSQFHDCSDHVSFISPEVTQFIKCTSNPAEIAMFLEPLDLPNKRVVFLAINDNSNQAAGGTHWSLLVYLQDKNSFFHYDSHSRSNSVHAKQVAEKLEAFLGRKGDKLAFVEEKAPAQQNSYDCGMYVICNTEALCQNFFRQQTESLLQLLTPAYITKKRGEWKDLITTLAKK
UBC13 polyUb – UBC13 polyubiquitin chain formation inhibitors, primary screen, biochemical, TR-FRET, uHTS. Ubiquitin-conjugating enzyme E2 N (Homo sapiens), P61088. inhibition, % at 20 µM. actives 0.47% (n = 330,000). AID 485273, 2010; in the data active means inhibition above about 45%, passing the limit was not always enough
Target sequence (P61088 whole entry, looked up): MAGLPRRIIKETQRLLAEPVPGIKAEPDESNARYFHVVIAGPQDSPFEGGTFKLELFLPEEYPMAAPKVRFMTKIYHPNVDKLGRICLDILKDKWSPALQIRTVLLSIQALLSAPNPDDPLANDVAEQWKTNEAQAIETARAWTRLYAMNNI
Numbers without * were called inactive; / = not tested or not shown; & = joins results of further samples. Unless noted, no stated cut-off is given here; in the data, active means inhibition above about 50%; inactive means the rest. An excerpt; rates above refer to the full screens.

SMILES	697 NFkB inh	Apaf1 inhib	Jurkat NFkB inh	Gli-Sufu antag	EBI2 block	CCR6 antagonist	SENP8 inh	UBC13 polyUb
Cc1nnc(NC(=O)c2ccc(N3CCCC3=O)cc2)s1	-31.0	-0.6	-37.4	-36.8	1.3	7.9	-14.8	3.3
CCN(CC)S(=O)(=O)c1cccc(NC(=O)c2cccc(S(=O)(=O)N3CCCC3)c2)c1	10.5	9.5	-8.6	-4.4	3.4	15.8	3.6	6.5
COc1ccc2c(=O)c(-c3ccccc3)c(C)oc2c1	8.9	7.0	-21.8	-24.9	2.6	24.1	-2.7	8.8
O=C(CSc1nc2cc(Cl)ccc2s1)NC(=O)NCc1ccco1	5.1	9.7	4.3	-2.5	-11.2	9.7	-8.3	8.7
CCOc1ccccc1N(C)C(=O)c1sc2ncn(CC(=O)N3CCCCC3C)c(=O)c2c1C (centres undefined)	7.5	3.4	3.6	-12.4	10.6	10.1	4.8	4.2
Cn1c(N)c(C(=O)COC(=O)Cc2cccs2)c(=O)n(C)c1=O	19.5	5.2	12.5	8.0	-5.5	7.9	-3.9	-4.2
CCCCN(C)CCNC(=O)Cn1ncc2c(=O)oc3ccc(C)cc3c21	-3.7	8.0	2.2	2.8	10.4	-4.9	-3.4	11.6
COc1cccc(CN(C)C(=O)c2ccc(NS(=O)(=O)c3ccc4[nH]c(=O)[nH]c4c3)cc2)c1OC	8.0	6.7	14.7	3.2	-4.7	-6.3	8.2	2.1
O=C(Nc1cccc(C(F)(F)F)c1)Nn1cnnc1	14.4	-4.2	18.5	8.2	4.8	-12.1	-2.9	0.0
CCOC(=O)c1ccccc1NC(=O)CSc1nc2ccncc2[nH]1	-18.9	-1.5	12.4	-13.8	-12.3	8.2	-3.5	-6.8
CN(C)C(=O)C(NC(=O)c1ccccc1)=C(Cl)Cl	5.2	-8.2	-13.0	1.1	-2.4	-1.3	-8.8	-7.3
O=C(c1cc2ccccc2o1)N(Cc1ccco1)Cc1cccs1	6.0	18.5	11.4	2.4	4.2	20.2	-11.1	-4.5
CCN(CC(=O)NCc1ccc(F)cc1)S(=O)(=O)c1ccc(C)cc1	0.7	2.1	-11.5	-1.2	-4.8	-1.4	-7.4	-2.6
CCOC(=O)C1=CNS(=O)(=O)NC1c1ccc(C[C@H](NC(=O)CNC(=O)CCc2ccccc2)C(N)=O)cc1 (some centres undefined)	2.9	16.3	/	-1.2	-6.6	4.8	/	/
CC(=O)c1c(C)[nH]c(C2=NNC(=NCc3ccccc3)SC2)c1C	-41.3	11.9	3.1	9.5	-1.4	3.8	-4.3	-22.0
Cn1cc(Br)c(C(=O)NN2C(=O)C3C(C2=O)C2C=CC3C23CC3)n1 (centres undefined)	13.3	-2.0	4.4	-5.0	1.2	-9.3	2.5	-2.2
CC[n+]1c(/C=C/Nc2ccccc2)oc2ccc(OC)cc21	-11.8	14.9	46.4	24.8	11.8	6.1	2.9	-12.6
CCCc1cc(=O)oc2c3c(cc(OCC(=O)NCCN4CCOCC4)c12)OC(C)(C)CC3	10.3	-3.3	5.4	7.7	2.5	6.3	1.7	12.9
O=C(Cc1ccc(Br)cc1)NC1CCN(Cc2ccccc2)CC1	11.4	6.8	23.3	29.2	0.4	9.4	-2.0	5.2
CSc1cccc(NC(=O)CCn2c(=O)c3cccn3c3cccnc32)c1	15.7	-2.6	13.8	-3.8	2.8	15.0	4.1	1.6
Cc1cccc(C(=O)NCC(=O)NC(C)CCc2ccccc2)c1 (centres undefined)	16.4	-3.4	13.1	0.5	-2.1	5.7	-6.1	14.7
CCN(CC)c1ccc(NC(=O)COC(=O)/C=C/c2nc3ccccc3s2)cc1	9.0	-8.1	-1.6	-7.0	-9.8	7.4	-0.5	-0.8
COc1cc(/C=N/NC(=O)c2ccoc2C)ccc1OCCN1CCCCC1	-2.4	10.2	-30.0	1.7	-2.7	-3.2	-12.7	2.7
CCCN(CCC)S(=O)(=O)c1ccc(C(=O)NCc2ccco2)cc1	-8.9	-4.1	5.1	-8.3	-12.2	4.3	5.3	1.0
COc1ccc(C(=O)Nc2ccc(O)c3c(=O)cc(-c4cccc(Cl)c4)oc23)cc1	8.5	11.3	0.0	-33.8	44.0*	23.3	-0.4	-13.0
c1ccc(CN2CCN(c3ncnc4nc[nH]c34)CC2)cc1	6.9	2.0	18.8	1.3	-3.3	-8.7	1.4	11.9
CCOC(=O)C1CCCN(Cc2ccc3c(c2)OCO3)C1 (centres undefined)	23.6	-13.1	0.5	3.7	-10.9	3.2	-5.3	12.1
CCOc1ccc(-c2nnn(CC(=O)NCc3ccco3)n2)cc1	22.2	0.3	10.4	32.0	5.2	-4.9	3.1	4.0
O=C(CN1CCN(C(=O)C2CCCO2)CC1)Nc1cc(Cl)ccc1Cl (centres undefined)	2.4	6.5	-0.5	-8.6	-1.1	8.0	9.1	-16.4
CN(C)c1ccc(Nc2ccc([N+](=O)[O-])cn2)cc1	-25.8	2.8	-55.7	-47.3	-0.5	34.5	-8.9	-87.7
COc1ccc(C(=O)NNC(=O)c2cc(C)[nH]n2)cc1	-3.8	-4.5	4.8	-1.8	-1.0	-2.1	-3.6	-5.5
COC(C(=O)NNS(=O)(=O)c1ccc([N+](=O)[O-])cc1)c1ccccc1 (centres undefined)	10.8	-1.7	18.0	23.7	-1.1	-1.6	5.2	-5.1
Cc1ccc(S(=O)(=O)Nc2c(C)nc3nc[nH]n3c2=O)c(C)c1	5.8	-2.7	-4.6	-19.3	5.3	-2.1	-2.5	0.8
Fc1ccc(Nc2nc(Oc3ccc4c(c3)OCO4)nc(N3CCOCC3)n2)c(F)c1	6.1	11.6	14.4	15.1	21.7	-5.9	-0.4	-0.1
COc1ccc(OC)c(C(=O)NC(CC(N)=O)c2ccc(NCCN3CCCCC3)c([N+](=O)[O-])c2)c1 (centres undefined)	18.6	-4.4	3.3	5.9	9.0	10.3	-1.8	-14.3
CCC(Cc1ccccc1)NC(=O)C1CCC(CNc2c(N3CCCC3)c(=O)c2=O)CC1 (centres undefined)	2.7	4.1	6.4	3.5	-2.8	-9.9	7.6	5.3
Cc1ccc(C2C(C(=O)c3cccs3)=C(O)C(=O)N2c2nnc(C)s2)cc1 (centres undefined)	-54.6	-20.9	-55.3	38.1	5.4	13.7	-1.2	-38.4
Cc1ccc(-n2ncc(C#N)c2/N=C/N2CCOCC2)cc1	20.0	3.6	7.0	8.8	-5.2	-5.8	-1.7	0.1
COc1cccc(CNC(=O)C2CC(=O)N(C3CCCCCCC3)C2)c1 (centres undefined)	9.4	0.7	3.0	-7.5	-7.7	-6.0	-6.4	3.9
O=C(Cc1ccc(Cl)cc1)Nc1ccncc1	-3.9	-19.8	39.6	19.5	-5.0	7.2	6.5	13.6
O=C(CSc1nnc(C2COc3ccccc3O2)o1)N1CCOCC1 (centres undefined)	21.3	-9.2	-3.9	2.7	-8.3	10.4	-0.5	-1.7
CCc1cc(Cl)c(OC)c(C(=O)NC[C@@H]2CCCN2CC)c1O	17.1	-2.6	-1.0	3.4&27.2	-9.5&-6.4	2.9&2.6	6.3	17.8
O=C(Cn1ncc(Cl)c(Cl)c1=O)NC(=O)NC1CCCCC1	-27.3	34.6	12.8	12.8	14.9	6.9	-16.9	-17.8
CC(C)OP(=O)(OC(C)C)C(Nc1cccc(C(=O)O)c1)c1ccccc1 (centres undefined)	-16.4	-17.2	-0.3	12.4	-2.4	0.3	1.2	14.8
CC(=O)NC(CC(=O)OCC(=O)N1CCN(S(=O)(=O)c2ccc(C)cc2C)CC1)c1ccccc1 (centres undefined)	3.0	-1.4	-4.8	-12.0	1.7	11.7	-15.0	-9.5
CN(C)c1ccc(-c2nc3cc(N)ccc3o2)cc1	-296.5	7.4	-133.7	-33.6	-7.8	6.3	91.1*	0.0
COc1ccc2nc(N3CCN(C(=O)c4ccc5ncsc5c4)CC3)sc2c1	-32.6	18.4	10.4	23.7	19.8	0.9	12.5	-1.3
Cc1ccnc(Sc2nc3c(c(=O)[nH]c(=O)n3C)n2CCCc2ccccc2)n1	-12.3	4.0	-11.3	4.2	7.4	12.4	4.6	9.0
Cc1ccccc1Cn1c(=N)n(CC(O)c2ccco2)c2ccccc21 (centres undefined)	-17.6	-5.1	24.0	10.3	-5.4	-5.8	-8.4	14.5
Cc1cc2n(n1)C(c1ccco1)Nc1ccccc1-2 (centres undefined)	5.3	-3.0	7.5	-8.8	8.9	-5.8	-2.1	-7.3
O=C1C2CC=C(Cl)CC2C(=O)N1CC1OCCc2ccccc21 (centres undefined)	-1.4	2.0	-18.5	-0.5	-18.6	6.5	-8.0	-3.4
C[C@H](CO)N1C[C@H](C)[C@@H](CN(C)S(=O)(=O)c2ccccc2)Oc2ccc(NC(=O)c3ccncc3)cc2C1=O	12.5	5.6	10.6	15.1	-6.8	3.5	8.2	3.8
CCOc1ccccc1NC(=O)CCn1cccc1	4.3	-4.0	3.2	1.6	8.6	5.6	-3.7	-6.7
COc1ccc(-n2c(C)c(C)c3c(NCCCN(C)C)ncnc32)cc1	-16.7	6.7	-9.2	36.9	-6.1	4.2	-8.8	-2.3
CC(C)Nc1cc(C(C)(C)C)nc2c(-c3ccccc3)cnn12	-94.4	5.7	-58.1	-32.1	24.0	8.9	4.1	17.4
Cn1c(CC(=O)Nc2ccccc2F)nnc1SCC(=O)Nc1nccs1	11.1	-2.8	1.9	-10.4	8.0	3.2	2.1	3.8
CCn1ccnc1C(O)(c1ccccc1)c1ccccc1	2.2	-7.4	19.3	-1.8	-5.4	1.2	12.2	7.5
CC(c1ccc(Cl)cc1)n1c(-c2ccc3ccccc3n2)n[nH]c1=S (centres undefined)	-22.2	20.6	-10.6	10.1	4.8	-3.0	-10.4	0.6
Cc1cc(C(=O)Nn2cnnc2)ccc1[N+](=O)[O-]	12.7	-10.2	-12.5	-0.3	4.0	-3.1	71.8*	1.4
CCOC(=O)NNC(=S)Nc1c(C)n(C)n(-c2ccccc2)c1=O	16.1	-3.2	4.7	-2.5	-7.1	7.6	4.2	16.3
CCN(Cc1nc2cc(Cl)ccc2c(=O)[nH]1)C(=O)c1cc2c(s1)CCCCC2	-11.7	20.7	9.3	2.2	2.5	4.1	-5.5	-3.5

Filtered by structure: those above containing bromine (two)
SMILES	697 NFkB inh	Apaf1 inhib	Jurkat NFkB inh	Gli-Sufu antag	EBI2 block	CCR6 antagonist	SENP8 inh	UBC13 polyUb
Cn1cc(Br)c(C(=O)NN2C(=O)C3C(C2=O)C2C=CC3C23CC3)n1 (centres undefined)	13.3	-2.0	4.4	-5.0	1.2	-9.3	2.5	-2.2
O=C(Cc1ccc(Br)cc1)NC1CCN(Cc2ccccc2)CC1	11.4	6.8	23.3	29.2	0.4	9.4	-2.0	5.2

Look-ups from above:
`O=C(Nc1cccc(C(F)(F)F)c1)Nn1cnnc1` – SENP8 inh = -2.9
`COC(C(=O)NNS(=O)(=O)c1ccc([N+](=O)[O-])cc1)c1ccccc1` (centres undefined) – Gli-Sufu antag = 23.7
`CCn1ccnc1C(O)(c1ccccc1)c1ccccc1` – SENP8 inh = 12.2
`Cc1ccc(-n2ncc(C#N)c2/N=C/N2CCOCC2)cc1` – Gli-Sufu antag = 8.8
`O=C(c1cc2ccccc2o1)N(Cc1ccco1)Cc1cccs1` – CCR6 antagonist = 20.2
`COc1cccc(CNC(=O)C2CC(=O)N(C3CCCCCCC3)C2)c1` (centres undefined) – Gli-Sufu antag = -7.5
`Cc1nnc(NC(=O)c2ccc(N3CCCC3=O)cc2)s1` – SENP8 inh = -14.8
